High-throughput results deposited in PubChem by several laboratories.
PMI activator – activators of human phosphomannose isomerase | purified human PMI, coupled resazurin fluorescence, 20 min; stronger effect = higher value; 1 = vehicle control, 0 substrate-free wells | P34949 | hit rate 0.005% among 190,000 | activation factor at 20 µM | AID 1214;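 active = activation factor of 2 or more at 20 µM, relative to plate controls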
RAM inhibit – blocks the yeast RAM network; S. cerevisiae dse1pr::URA3 reporter, 5-FOA growth OD615, 2 d; analog-sensitive cbk1-as2 kinase mutant strain; inhibition, % at 50 µM; hit rate 1.8% among 190,000; AID 868;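 active = inhibition above a set limit, 3 SD over mean compound inhibition, cut at about 8.4% in these data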;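 note: 0% = DMSO-only wells with no growth and 100% = 10 µM 1-NA-PP1 full growth; inhibition rescues growth on 5-FOA so higher OD means more RAM inhibition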
PMI act hi M6P – increases human PMI activity with near-saturating mannose 6-phosphate; coupled PMI enzyme assay, resazurin fluorescence, 20 min; stronger effect = higher value; 1 = untreated enzyme, 0 = substrate-free blank; P34949; activation factor at 20 µM; hit rate 0.34% among 190,000;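 active = activation factor of 2 or more at 20 µM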
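Test system – human PMI in coupled enzyme assay · Timing – 20 min incubation at room temperature · Detection – Diaphorase-driven resazurin-to-resorufin fluorescence, excitation 544, emission 590 nm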
TNAP inh noacc – blocks human TNAP activity with no phosphate acceptor present. P05186. purified TNAP, CDP-star luminescence, 30 min. inhibition, % at 20 µM. hit rate 0.26% among 200,000;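 active = tissue-nonspecific alkaline phosphatase inhibition above about 50% at 20 µM in the single-dose screen, limit read from the data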;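 note: 0% = DMSO negative control and 100% = EDTA positive control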
Target sequence (P05186 whole entry, looked up): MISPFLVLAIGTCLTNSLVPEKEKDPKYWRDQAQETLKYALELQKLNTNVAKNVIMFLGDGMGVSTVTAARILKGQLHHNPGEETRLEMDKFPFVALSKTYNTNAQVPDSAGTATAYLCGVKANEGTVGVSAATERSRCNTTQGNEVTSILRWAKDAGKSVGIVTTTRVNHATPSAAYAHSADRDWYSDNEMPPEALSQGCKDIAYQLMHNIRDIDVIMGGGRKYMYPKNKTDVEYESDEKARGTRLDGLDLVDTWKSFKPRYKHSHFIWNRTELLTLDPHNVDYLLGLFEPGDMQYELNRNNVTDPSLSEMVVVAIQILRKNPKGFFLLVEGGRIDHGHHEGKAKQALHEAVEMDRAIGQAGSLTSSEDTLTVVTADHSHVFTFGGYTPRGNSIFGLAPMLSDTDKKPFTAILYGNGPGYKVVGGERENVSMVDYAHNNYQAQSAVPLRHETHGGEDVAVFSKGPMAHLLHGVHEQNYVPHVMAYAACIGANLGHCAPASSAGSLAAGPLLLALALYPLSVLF
L major viab – Leishmania major promastigote growth inhibition; Leishmania major promastigotes, resazurin fluorescence viability; inhibition, % at 10 µM; hit rate 9% among 200,000; AID 1063; in the data active = inhibition above about 50%;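 note: promastigotes grown with compound for 44 hours at 28 °C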
HMGR II inh – blocks class II HMG-CoA reductase of Enterococcus faecalis; purified E. faecalis HMGR, NADPH absorbance 340 nm kinetic; inhibition, % at 10 µM; hit rate 0.41% among 190,000; AID 1066;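 active = inhibition above a set limit, the median over all tested compounds plus 3 SD, cut at about 9.5% in these data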;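 note: enzyme runs in reverse so mevalonate oxidation gives rising NADPH absorbance; 0% = complete reaction with DMSO and 100% = background rate lacking mevalonate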
S1P3 antag – antagonists of human S1P3 receptor | hit rate 0.27% among 170,000 | AID 485 | CHO S1P3 NFAT-BLA reporter, FRET fluorescence, antagonist mode | inhibition, % at 4.98 µM | Q99500;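 active = inhibition above the plate cutoff, the mean inhibition of test wells on that plate plus 3 SD, cut at about 28% in these data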;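 note: cells challenged with S1P at its EC80 of 0.8 µM; blue over green emission ratio from cleaved BLA substrate after 4 h stimulation; 0% = S1P-stimulated wells and 100% = unstimulated DMSO-only wells; some compounds past the cut are filed as inactive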
Target sequence (Q99500 whole entry, looked up): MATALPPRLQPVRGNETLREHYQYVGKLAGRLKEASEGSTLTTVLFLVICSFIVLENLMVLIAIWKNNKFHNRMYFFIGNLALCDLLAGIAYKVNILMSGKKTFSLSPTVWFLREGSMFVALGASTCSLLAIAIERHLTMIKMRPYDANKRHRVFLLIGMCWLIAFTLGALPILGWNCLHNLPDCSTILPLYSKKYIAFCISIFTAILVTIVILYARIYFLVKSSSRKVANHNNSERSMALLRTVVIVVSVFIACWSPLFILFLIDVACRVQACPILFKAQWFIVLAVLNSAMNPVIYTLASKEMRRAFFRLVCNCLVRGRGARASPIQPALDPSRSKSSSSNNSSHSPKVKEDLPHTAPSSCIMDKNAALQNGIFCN
TNAP inh hi DEA – inhibitors of human TNAP at high phosphate acceptor concentration; AID 1135; inhibition, % at 20 µM; P05186; hit rate 0.03% among 200,000; purified TNAP, CDP-star luminescence, 1 M DEA;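 active = over 50% inhibition of tissue-nonspecific alkaline phosphatase at 20 µM in the single-dose screen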;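 note: plate controls were DMSO wells for no effect and EDTA-quenched wells as full inhibition for full effect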
DTT redox prof – compounds producing H2O2 with reducing agent – biochemical, NIH compound library profiling, artefact control for MLSCN library redox annotation, primary screen; DTT-dependent redox cycling H2O2, phenol red/HRP absorbance; 100% = 100 µM peroxide control, 0% = buffer; activation, % at 10 µM; hit rate 0.03% among 200,000;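 active = activation of at least 50% relative to the plate's high and low controls in the primary single-dose screen; inactive = activation below 50%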;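 note: compound incubated with DTT at 0.8 mM final as the reducing agent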
Hsp70 activator – transcriptional activators of Hsp70; activation, % at 10 µM; HeLa Hsp70 promoter luciferase reporter, luminescence; scaled: vehicle 0, proteasome-inhibitor control 100%; hit rate 0.04% among 200,000;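 active = activation above the mean across all tested compounds plus 3 SD, cutoff set per campaign, cut at about 5.5% in these data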;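 note: 100% = MG132 at 30 µM as the positive control and 0% = DMSO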
Numbers without * were called inactive; / = no result given. Not a hit list, and some 12% of all compounds hit somewhere here.

SMILES	PMI activator	RAM inhibit	PMI act hi M6P	TNAP inh noacc	L major viab	HMGR II inh	S1P3 antag	TNAP inh hi DEA	DTT redox prof	Hsp70 activator
Cc1ccc(NC(=O)CSc2ccccn2)cc1S(=O)(=O)N1CCOCC1	1	1.6	0.9	-8	1	0	-12	-2	-0.3	0.1
COc1ccc(-c2nnc(SCC(=O)N3c4ccccc4Sc4ccccc43)o2)cc1	0.9	3.0	1	-11	1	5	/	-5	0.8	-0.1
O=C(O)CCCNS(=O)(=O)c1ccccc1	1.2	1.3	1.2	-3	-6	-3	/	-2	-0.7	-0.1
O=C(Oc1ccc2ccccc2c1)c1ccco1	0.9	0.9	0.9	-6	5	-4	3	-1	0.5	-0.1
Cc1sc(NC(=S)Nc2ccc(F)cc2)c(C(N)=O)c1C	0.5	3.1	0.6	4	4	-6	-4	0	-0.8	-0.2
O=C(NCCCn1ccnc1)c1cc([N+](=O)[O-])cc([N+](=O)[O-])c1	1.1	4.0	1.1	-6	-2	-6	1	2	-0.7	-0.2
O=C(NCc1ccccn1)C1CCCN(S(=O)(=O)c2ccc(Br)cc2)C1 (stereo unspecified)	1	-1.6	1.1	10	-8	-13	17	1	0.9	-0.3
O=S1(=O)CCC(NC(=S)NCCNC(=S)NC2CCS(=O)(=O)C2)C1 (stereo unspecified)	1	0.5	1	-5	-4	-7	6	-5	-0.2	-0.2
O=S(=O)(c1cccs1)N1CN(Cc2ccccc2)c2nc3ccccc3nc21	0.9	6.2	1.1	-4	5	-2	/	-2	1.6	0.1
CC(C)OCC(O)CCc1n[nH]c(=S)n1-c1ccccc1 (stereo unspecified)	1	-0.2	1.1	-1	7	1	-7	-3	-0.1	-0.4
O=c1[nH]c(CN2CCCCC2)nc2ccccc12	1	0.9	1.1	-2	-1	0	/	-4	2.1	-0.2
O=C(O)c1csc(N/N=C/c2ccc(Br)cc2)n1	1.2	4.2	0.9	-115	-5	-5	-16	0	-0.9	-0.2
CCOC(=O)C1CCCN(C(=O)CC(c2ccccc2)c2ccccc2)C1 (stereo unspecified)	1	1.5	1	-12	1	0	/	-6	0.8	-0.4
Cc1cc(NC(=NC2CC2)c2ccccc2F)n(-c2ccccc2)n1	1.1	0.2	1	-12	8	3	-17	-5	-0.9	-0.3
CNc1nc(-c2ccccc2)cc(C)c1S(C)(=O)=O	1	1.3	0.4	-10	-2	1	1	0	-0.4	0.1
CCCCn1c(=O)c(C(C)=O)c(O)c2ccccc21	0.9	-1.0	0.9	-9	-2	-1	-6	-4	0.5	0.1
CC1(C)OC2OC(COC(=O)c3ccc([N+](=O)[O-])cc3)C3OC(C)(C)OC3C2O1 (stereo unspecified)	1	1.8	1.1	-11	36	0	-2	-3	-0.8	-0.3
Cc1ccc2c(c1)N(CCCC(=O)NCc1ccc3c(c1)OCO3)C(=O)CO2	1.2	-0.4	1.1	-5	9	-5	-28	2	0.5	-0.1
Cc1ccc(S(=O)(=O)N2CC3CCCN3c3ccc(C(F)(F)F)cc32)cc1 (stereo unspecified)	0.9	7.1	1	-8	20	4	/	-1	-1.2	-0.6
Cc1ncc(CN2CCN(Cc3ccc(F)cc3)C(CCO)C2)s1 (stereo unspecified)	/	0.5	/	-13	-3	-2	-16	-5	0.3	-0.4

3 compounds already listed, arranged by their value in RAM inhibit, largest number first.
SMILES	RAM inhibit
O=C(NCCCn1ccnc1)c1cc([N+](=O)[O-])cc([N+](=O)[O-])c1	4.0
CNc1nc(-c2ccccc2)cc(C)c1S(C)(=O)=O	1.3
O=S1(=O)CCC(NC(=S)NCCNC(=S)NC2CCS(=O)(=O)C2)C1 (stereo unspecified)	0.5

Additional structures:
SMILES	PMI activator	RAM inhibit	PMI act hi M6P	TNAP inh noacc	L major viab	HMGR II inh	S1P3 antag	TNAP inh hi DEA	DTT redox prof	Hsp70 activator
COc1ccc(NC(=O)CCNS(=O)(=O)c2cccc3nsnc23)cc1	1.1	0.1	1	-5	-8	7	3	-4	0.1	0.1
Cc1nnc(SCC(=O)N(C)C2CCCCC2)s1	0.9	0.2	0.9	-6	-5	-5	-12	-8	0.0	-0.3
Cc1cccc(N2CCN(C(=O)c3cc(C)oc3C)CC2C)c1 (stereo unspecified)	1	0.8	0.8	-6	56*	-5	2	-2	-0.9	-0.5
O=C1N=C(N2CCN(c3ccccc3)CC2)S/C1=C/c1cccs1	1	2.8	0.9	-4	2	-8	4	0	0.6	-0.5
CCOC(=O)c1sc2ncn(/N=C/c3ccc(O)cc3)c(=O)c2c1C	1	1.4	0.9	-4	94*	-8	-5	-6	-0.4	-0.3
CC1CCc2cc(F)ccc2N1C(=O)CCl (stereo unspecified)	1.2	1.8	1.1	-8	75*	1	-25	-3	0.0	-0.4
Cc1n[nH]c(C)c1CCC(=O)N/N=C/c1cccc([N+](=O)[O-])c1	1	1.1	1	-50	1	6	-8	-7	-0.2	-0.3
Cc1cnc(C(=O)OCC(=O)Nc2ccc(Cl)cc2Cl)cn1	1	1.0	1	-7	-6	-1	-124	-3	-0.5	-0.4
CC(=O)c1cccc(NC(=O)NC2CCCCC2)c1	1	2.1	1	-13	-4	-1	30	-5	3.3	-0.1
CCC(C)Sc1nc(O)c(Cc2ccccc2)c(=O)[nH]1 (stereo unspecified)	1.1	4.1	1.1	-16	8	-10	/	2	1.3	-0.3
Cc1cc(-n2c(C)cc(C(=O)COC(=O)CN=C3NS(=O)(=O)c4ccccc43)c2C)no1	0.8	3.4	0.9	-16	-1	-13	/	1	-0.6	-0.2
CCOC(=O)c1cc(C(=O)Nc2ccccc2F)nn1C	1	2.2	1	-11	-5	-1	/	-3	0.3	0.9
CCOc1cccc(C(=O)Nc2cc(-c3nn4c(C)nnc4s3)ccc2C)c1	0.9	3.5	0.9	-4	16	3	-14	-4	-0.6	-0.1
S=C(NCC1CCCO1)N1CCN(c2nc(-c3ccccc3)cs2)CC1 (stereo unspecified)	0.9	-0.4	1	-12	1	-5	6	-7	-1.7	-0.2
O=C(COc1ccccc1-c1ccccc1)NNC(=O)NC1CCCCC1	0.9	-1.0	1	-56	2	-3	-1	-3	-1.1	-0.2
CCOc1ccc(CN=C(N)N=C(N)N)cc1Cl	1	2.1	1	-6	1	-3	/	-7	-4.2	-0.2
COc1ccccc1OCCCC(=O)NC(C)c1ccccc1 (stereo unspecified)	1	-0.4	1.1	-8	-4	-2	-3	-3	0.4	-0.1
Fc1ccc(Nc2nc3ccccc3s2)cc1	0.9	1.5	0.9	-10	-10	-3	10	0	0.1	-0.2
COC(=O)c1sc(=S)n(-c2ccc(Cl)cc2)c1C	0.9	0.5	0.9	-3	1	-2	/	-3	0.1	-0.3
O=C(Nc1nnc(C2CC2)s1)c1ccncc1	1	0.7	1	-11	-6	5	/	-8	0.4	-0.2
Oc1ccc(Nc2nc(N3CCCC3)c3ccccc3n2)cc1	1	1.8	0.9	1	100*	-1	2	-7	-3.9	-0.2
CC(=O)Nc1ccc(S(=O)(=O)NC2(C(F)(F)F)NC(=O)N(CC(C)C)C2=O)cc1 (stereo unspecified)	1.4	0.9	1.2	3	-7	-3	-17	-6	-1.3	0.0
CCOC(=O)c1[nH]ncc1CN1CCCC(C(=O)c2cccc3ccccc23)C1 (stereo unspecified)	1.1	-1.1	1	-8	6	-2	8	-2	0.0	-0.1
COc1ccc(CN2CCN(C(=O)c3cccs3)CC2)c(OC)c1OC	0.9	-0.1	1	-11	95*	-1	-5	-4	1.2	0.0
COc1cc(-c2nc3c[n+](CC(=O)c4ccccc4)ccc3n2C)cc(OC)c1OC	0.9	0.9	1	-33	-3	-4	-12	-4	-0.4	-0.4
O=C(CNC(=O)c1ccccc1)N/N=C/c1cc(Br)ccc1O	1.2	0.5	1.2	-83	80*	-1	-6	0	-0.1	-0.4
N/C(=N\OC(=O)Cc1ccccc1)c1ccc([N+](=O)[O-])cc1	1	4.1	1	-8	-10	-4	12	0	-0.4	-0.1
Cc1nc2c(-c3ccc(F)cc3)c(C)nn2c(C)c1CCC(=O)NCCN1CCOCC1	0.9	2.1	0.9	-28	-5	2	/	-7	-3.4	-0.3
COc1ccccc1/C=C/C(=O)OCC(=O)Nc1ccccc1Sc1ccccc1	0.9	15*	0.9	-14	-5	11*	-2	4	-0.5	-0.1
Cc1cccc(CCNC(=O)C2CCN(S(=O)(=O)c3c(C)noc3C)CC2)c1	1	1.5	1.1	-18	100*	-1	/	-5	0.2	-0.2
CCOC(=O)c1c(C)[nH]c(C(=O)COC(=O)COc2ccc(OC)cc2)c1C	0.9	3.6	1.1	-24	-7	-5	-5	1	0.4	-0.4
COC(=O)C1(C)CCc2cc(OC)ccc2C1=O (stereo unspecified)	1.1	3.3	1.1	-1	-3	0	-13	-2	-0.5	-0.1
O=C(C1CCN(C2CC(=O)N(c3cccc(Cl)c3)C2=O)CC1)N1CCCC1 (stereo unspecified)	1	1.1	1	-11	-7	1	-1	-1	2.9	-0.1
CCC1CCCCN1C(=O)COC(=O)c1cc(Br)ccc1Cl (stereo unspecified)	1	1.7	1	-10	6	-2	-8	-6	-1.9	-0.3
O=S(=O)(c1ccc(N2CCN(S(=O)(=O)c3ccccc3)CC2)nc1)N1CCCC1	1	6.3	1	-21	8	-4	-3	-5	-0.2	-0.3
Cc1ccc(/C=N/NC(=O)c2c[nH]c3ccccc23)o1	1	0.4	1.1	-28	3	-5	/	-2	1.2	-0.3
Cc1ccc(CNC(=O)CN2C(C)CCCC2C)cc1 (stereo unspecified)	1.1	0.2	1	1	7	-2	-2	6	0.3	-0.3
Cc1ccc(C(=O)O)cc1NC(=S)NC(=O)c1ccc([N+](=O)[O-])cc1Cl	1	0.7	0.9	-3	-5	-3	4	0	0.4	-0.2
CCCn1c(O)c(N=NC(=O)c2ccco2)c2ccccc21	1.1	0.9	1	13	68*	-4	-10	0	-0.7	0.2
CCOc1ncccc1C(=O)NCc1ccc(OC)c(OC)c1	1	0.8	1	-2	-4	1	-22	5	-0.2	-0.4
CCn1c(=O)n(CC(=O)N2CCN(c3ccccc3F)CC2)c(=O)c2ccccc21	1.1	-0.7	1.1	5	-4	0	5	2	-0.2	-0.5
CCOCC(=O)N1CCN(c2ccccc2OC)CC1	1.2	0.5	1	-8	-7	-2	-3	-4	-0.1	-0.2
Cc1cc(C)cc(NC(=S)Nc2ccc3cn[nH]c3c2)c1	0.8	-0.6	0.8	-40	24	-1	-4	-5	0.1	0.0
O=[N+]([O-])c1ccc2nc(SCc3cn4ccccc4n3)[nH]c2c1	1	0.2	1.1	-85	2	0	2	7	0.2	-0.4
CS(=O)(=O)N(CC(=O)NCc1ccco1)c1cccc([N+](=O)[O-])c1	0.9	2.0	0.9	-6	-1	3	-19	0	0.4	-0.3
Cc1ccc(C)c(SCC(=O)OCC(=O)Nc2ccc(S(=O)(=O)N3CCOCC3)cc2)c1	0.9	2.5	1	1	3	/	/	-1	0.7	0.5
